Bioassay records as filed in PubChem.
PfG6PD inh: PfG6PD (Plasmodium falciparum) enzyme inhibition. 350,000 tested, 0.78% active. inhibition, % at 20 µM. AID 504690. PfGluPho enzyme, NADPH resazurin-diaphorase fluorescence;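 active = inhibition reaching at least a set limit at 20 µM in the primary screen, cut at about 59% in these data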;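 note: 0% = DMSO wells with substrate and 100% = DMSO wells lacking glucose-6-phosphate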
HKDC1 inhibitor: HKDC1 (human) hexokinase inhibition | Q2TB90 | 340,000 tested, 0.16% active | inhibition, % at 20 µM | AID 493160 | recombinant HKDC1, G6PDH/diaphorase resazurin coupled fluorescence;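 active = inhibition above about 35% when tested at 20 µM, limit read from the data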;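 note: plate controls were DMSO wells with enzyme for no effect and DMSO wells lacking enzyme for full effect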
Target sequence (Q2TB90 whole entry, looked up): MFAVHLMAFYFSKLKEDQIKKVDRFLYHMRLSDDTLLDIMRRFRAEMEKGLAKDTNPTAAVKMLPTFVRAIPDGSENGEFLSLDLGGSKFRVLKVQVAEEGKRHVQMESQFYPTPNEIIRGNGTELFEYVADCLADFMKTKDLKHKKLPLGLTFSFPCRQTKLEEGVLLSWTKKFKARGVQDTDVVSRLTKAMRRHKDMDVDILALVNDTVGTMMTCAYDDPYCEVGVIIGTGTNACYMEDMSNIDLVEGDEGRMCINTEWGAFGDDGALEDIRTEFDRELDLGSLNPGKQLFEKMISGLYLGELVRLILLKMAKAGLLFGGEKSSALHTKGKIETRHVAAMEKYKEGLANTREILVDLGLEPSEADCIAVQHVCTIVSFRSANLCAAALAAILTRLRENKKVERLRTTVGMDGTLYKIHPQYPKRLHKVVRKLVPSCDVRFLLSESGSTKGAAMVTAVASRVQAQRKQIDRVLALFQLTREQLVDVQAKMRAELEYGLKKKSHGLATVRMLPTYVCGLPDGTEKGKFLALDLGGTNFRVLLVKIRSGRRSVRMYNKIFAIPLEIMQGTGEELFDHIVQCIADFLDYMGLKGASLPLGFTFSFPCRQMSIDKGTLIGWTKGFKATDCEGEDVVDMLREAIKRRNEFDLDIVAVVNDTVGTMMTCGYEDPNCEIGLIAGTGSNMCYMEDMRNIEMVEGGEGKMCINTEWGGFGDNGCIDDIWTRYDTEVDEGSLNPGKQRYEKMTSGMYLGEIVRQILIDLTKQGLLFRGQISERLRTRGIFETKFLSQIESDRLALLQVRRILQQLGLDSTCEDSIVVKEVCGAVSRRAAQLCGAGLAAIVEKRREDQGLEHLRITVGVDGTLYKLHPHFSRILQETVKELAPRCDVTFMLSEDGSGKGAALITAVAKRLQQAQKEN
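Test system: HK5 enzyme. Quantity: 5 µg/mL HK5 final. Reagent: glucose and ATP substrates. Schedule: 90 min reaction incubation at room temperature, dark. Technique: resazurin-to-resorufin fluorescence via G6PDH and diaphorase coupling, 525/613 nm. Control set: DMSO wells with and without enzyme mix.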
SENP8 inh: inhibitors of human SENP8 protease. 360,000 tested, 0.64% active. inhibition, % at 20 µM. recombinant SENP8, Nedd8 substrate fluorescence; in the data active = inhibition mostly above about 40%, no sharp cut-off; inactive = mostly below about 27%
MPTP block: inhibitors of mitochondrial permeability transition pore; isolated mouse mitochondria, Ca2+ swelling absorbance, 30 min; inhibition, % at 10 µM; 360,000 tested, 1.4% active; AID 602449;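 active = inhibition of 50% or more, scaled per plate between neutral and stimulator controls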;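 note: 0% = DMSO wells given calcium and 100% = 1 mM EGTA wells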
SENP7 inh: SENP7 protease inhibition | 330,000 tested, 1.5% active | inhibition, % at 5 µM | recombinant SENP7, Z-RLRGG-aminoluciferin luminescence, 40 min;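 active = inhibition above about 50% at the single test dose, limit read from the data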;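 note: plate controls were DMSO with enzyme for no effect and no enzyme buffer wells for full effect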
SENP6 inh: blocks the human protease SENP6; Recombinant SENP6 catalytic domain, aminoluciferin luminescence; inhibition, % at 10 µM; 330,000 tested, 1.8% active; AID 2599;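 active = inhibition above about 50% at the single tested dose, limit read from the data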;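 note: plate controls were DMSO wells with enzyme for no effect and DMSO wells lacking enzyme for full effect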
GRIN3A LBD mod: modulates the human NR3A ligand-binding domain. NR3A LBD differential scanning fluorimetry, Tm shift; 0% = protein alone, 100% = glycine-bound protein. Tm shift relative to glycine control, % at 25 µM. 340,000 tested, 2.5% active;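 active = melting temperature shift of at least 10% of the positive control shift, at one fixed dose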
ATG4B inhibitor: inhibitors of human ATG4B cysteine protease | AID 504462 | ATG4B cleavage of LC3-PLA2, NBD-HPC fluorescence, 1 h | Q9Y4P1 | 340,000 tested, 0.51% active | inhibition, % at 8.33 µM; in the data active = inhibition above about 40%
The depositor's hits bear a star; · = not tested or not shown.

SMILES | PfG6PD inh | HKDC1 inhibitor | SENP8 inh | MPTP block | SENP7 inh | SENP6 inh | GRIN3A LBD mod | ATG4B inhibitor
Nc1nnnn1/N=C/c1ccccc1C(F)(F)F | -9 | 3 | 13 | 2.4 | -7 | -7 | -39 | 4
CCc1ccc2[nH]c3nc(C)cc(C)c3c(=O)c2c1 | 46 | -4 | -420 | 1.5 | 22 | 2 | 1 | -5
CCOC(=O)c1cnc2c(C)c(Cl)ccc2c1N1CCOCC1 | 12 | 7 | 8 | -0.8 | -12 | -9 | -3 | 11
COc1cc(CNn2c(C)n[nH]c2=S)cc(Cl)c1OCC(=O)NC(C)(C)C | 42 | -2 | 17 | 0.1 | -8 | 2 | 0 | 1
CCNS(=O)(=O)c1ccc(NC(=O)c2cc(C(F)(F)F)nn2C)cc1 | -6 | 2 | 19 | 5.4 | 1 | -7 | 0 | -1
COc1cccc(N2CCN(CC(=O)NC(=O)NC3CCCCC3)CC2)c1 | 4 | -1 | -2 | -1.3 | 5 | 0 | 1 | 2
NS(=O)(=O)c1cc(C2(O)NC(=O)c3ccccc32)ccc1Cl (stereo not drawn) | 3 | -5 | 10 | 1.7 | 6 | 15 | -4 | 2
O=C(CSc1nnc2c(n1)[nH]c1ccc(S(=O)(=O)N3CCOCC3)cc12)Nc1ccc(F)c(F)c1 | 2 | 0 | -10 | 3.5 | 5 | -8 | 35* | -6
CCc1cc(=O)oc2cc(OCC(=O)NCc3ccccn3)ccc12 | -5 | -4 | -207 | -1.1 | 8 | -1 | 0 | 1
CN(C)c1ccc(C2CC(=O)OC3=C2C(=O)CC(C)(C)C3)cc1 (stereo not drawn) | -4 | -9 | 12 | 1.6 | 0 | -1 | -4 | 5
CCn1c(=O)c(=O)[nH]c2cc(C(=O)N(C)Cc3ccc(OC)c(F)c3)ccc21 | 14 | -3 | -69 | -2.1 | -3 | 4 | 0 | -5
COc1ccc(CCNC(=O)Cc2c(Cl)cccc2Cl)cc1 | 0 | -9 | -3 | -0.3 | 1 | -15 | -2 | 3
CCN(CC)CCn1c(C)nc2c(sc3nc4c(cc32)COC(C)(C)C4)c1=O | -6 | 0 | · | · | 2 | -11 | 1 | 9
Cc1ccc(NC(=S)N2CCCC2)cc1C | 4 | -2 | 0 | -0.6 | -8 | 8 | 2 | -7
O=C(NC(=S)Nc1nc(-c2ccccc2)cs1)c1cccnc1 | -3 | -4 | 2 | 1.9 | 2 | -6 | -24 | -2
OCCN(Cc1ccccc1)Cc1ncccc1O | -2 | -3 | 13 | -1.3 | · | · | -2 | -4
CCOc1ccc(-n2c(Cc3cc(=O)[nH]c(=O)[nH]3)nnc2SCc2cccnc2)cc1 | · | · | -8 | 0.3 | 5 | -10 | · | ·
Cn1nnc(NC(=S)NC(=O)c2cccc3ccccc23)n1 | 8 | 0 | 10 | -1.3 | 1 | -13 | -1 | -3
CC1=CCC2C(=O)N(c3ccccc3OC(=O)c3ccccc3F)C(=O)C2C1 (stereo not drawn) | -6 | -7 | 13 | 0.6 | -6 | -16 | 0 | -3
CCc1ccc2c(c1)cc(CN(C(=S)Nc1cccc(C)c1)C1CC1)c1nnnn12 | -16 | 6 | 15 | 3.8 | -8 | -21 | -2 | -15
CN1CCN(C(=O)CCN2C(=O)c3ccccc3C2=O)CC1 | 7 | -11 | 3 | 0.1 | 9 | -12 | -1 | -10
Cc1cc(Oc2ccc(C)c(Cl)c2)nc(SCC(=O)c2ccccc2)n1 | 9 | -4 | 8 | 1.4 | 1 | 12 | 0 | 25
CCCCNC(=O)N(c1c(N)n(Cc2ccccc2)c(=O)[nH]c1=O)C1CCCC1 | 7 | -9 | -5 | -2.8 | -10 | -2 | 0 | -8
COCC1CCN(C(=O)c2ccc3oc(CCCc4ccccc4)nc3c2)C1 (stereo not drawn) | 8 | -3 | -1 | -2.1 | -1 | -4 | 0 | -3
Cc1ccc(C(=O)NCCN(C)C)c(C)c1 | -11 | 5 | 14 | -1.0 | -4 | -9 | -3 | -12
Cc1cc(N2CCN(C)CC2)nc2ccc(NC(=O)c3ccc4c(c3)OCO4)cc12 | 1 | 4 | -224 | 0.1 | -4 | -3 | -2 | -9
CC(=O)c1cccc(NC(=O)CSc2nc(=O)n(Cc3ccccn3)c3c2CCC3)c1 | -15 | 3 | 11 | -1.6 | -4 | -9 | 0 | -2
COc1cc(C(=O)Sc2ccc(C)cc2)cc(OC)c1OC | 12 | 3 | 22 | 0.3 | 6 | 0 | 0 | -3
CC(C)(C)NC(=O)c1ccc(Cn2cc(C(F)(F)F)ccc2=O)cc1 | -2 | -2 | 6 | -0.3 | -6 | -14 | -2 | -8
CC(=O)OCC=C1CCC2C3CC(C)C4=CC(=O)CCC4(C)C3C(O)CC12C (stereo not drawn) | -3 | 9 | 20 | 0.6 | · | · | -10 | -13
CC1(C)C(c2ccccn2)=[N+]([O-])C(C)(C)N1O | 2 | -9 | 13 | -0.5 | -4 | -35 | 2 | 4
CN1OC[C@@H]2CN[C@H](c3cccc(-c4ccccc4)c3)C[C@@H]21 | -5 | -4 | 6 | 0.1 | · | · | -1 | 8
CC(=O)c1c(C)[nH]c(C(=O)COC(=O)C2(C)CC2(Cl)Cl)c1C (stereo not drawn) | 8 | -5 | 14 | -0.6 | -12 | 0 | 2 | -11
COc1ccc(-n2nc(C(=O)NCc3ccco3)c3ccccc3c2=O)cc1 | 13 | -5 | -344 | -0.4 | 7 | -3 | -1 | 7
COc1ccc(C(C#N)N2N=C(C)CC2(C)C)cc1OC (stereo not drawn) | -4 | -6 | 6 | -0.2 | -5 | -6 | 2 | -3
O=C(Nc1ccc2c(c1)OCO2)c1cnc(Cl)c(Cl)c1 | 12 | 0 | 8 | 0.7 | 61* | 59* | 0 | -7
CCCC(=O)N1CCN(Cc2ccc3c(c2)OCO3)CC1 | -25 | -57 | -2 | 0.0 | -3 | -17 | 2 | -2
Cc1nc2sc(C(c3ccc(Cl)cc3)N3CCOCC3)c(O)n2n1 (stereo not drawn) | 5 | 0 | 18 | 0.5 | 0 | -7 | 1 | -8
COc1ccccc1C(=O)NNC(=O)C1CC=CCC1 (stereo not drawn) | -15 | -5 | 0 | -0.4 | -10 | -2 | 2 | 11
Cc1cccc(C)c1OC(=O)C(c1ccccc1)c1ccccc1 | -6 | -5 | 12 | 0.8 | -5 | -9 | -1 | 3
CC(=O)Nc1ccc(S(=O)(=O)Nc2ccc(-n3cnnn3)cc2)cc1 | -10 | -3 | -1 | -2.9 | 3 | 3 | -1 | -5
CC(=O)N1C(C(=O)O)CSC1c1cccc(C)c1 (stereo not drawn) | 2 | 1 | 29 | 3.9 | 6 | -6 | -1 | 4
O=C1C(CO)C(CO)C(CO)C1CO (stereo not drawn) | -5 | -10 | 14 | -2.0 | · | · | -1 | -4
CCOc1ccc(Nc2cc(C)nc(-n3nc(C)cc3C)n2)cc1 | -3 | 10 | 19 | -0.4 | -4 | -22 | -1 | 0
CCOc1ccc2oc(=O)cc(CN3CCN(C(=O)c4ccco4)CC3)c2c1 | 8 | -7 | -73 | -0.3 | -5 | -4 | -1 | -4
COCCN(C(=O)c1ccco1)C(C(=O)NC1CCCC1)c1cccs1 (stereo not drawn) | 8 | -4 | 19 | -0.5 | -8 | -9 | -2 | -2
O=S(=O)(NC1CC1)c1ccc(S(=O)(=O)N(Cc2ccccn2)C2CCCC2)cc1 | 14 | 13 | 5 | 0.0 | -4 | -46 | -1 | -20
CC1(C)NC(=O)N(CC(=O)N2CCN(c3cccc(C(F)(F)F)c3)CC2)C1=O | -10 | 0 | 4 | -2.6 | -6 | -3 | 2 | 6

Retrieved by structure from above (six):
SMILES | PfG6PD inh | HKDC1 inhibitor | SENP8 inh | MPTP block | SENP7 inh | SENP6 inh | GRIN3A LBD mod | ATG4B inhibitor
COc1cc(C(=O)Sc2ccc(C)cc2)cc(OC)c1OC | 12 | 3 | 22 | 0.3 | 6 | 0 | 0 | -3
CCc1ccc2[nH]c3nc(C)cc(C)c3c(=O)c2c1 | 46 | -4 | -420 | 1.5 | 22 | 2 | 1 | -5
CCOC(=O)c1cnc2c(C)c(Cl)ccc2c1N1CCOCC1 | 12 | 7 | 8 | -0.8 | -12 | -9 | -3 | 11
O=S(=O)(NC1CC1)c1ccc(S(=O)(=O)N(Cc2ccccn2)C2CCCC2)cc1 | 14 | 13 | 5 | 0.0 | -4 | -46 | -1 | -20
CN1CCN(C(=O)CCN2C(=O)c3ccccc3C2=O)CC1 | 7 | -11 | 3 | 0.1 | 9 | -12 | -1 | -10
Cc1cccc(C)c1OC(=O)C(c1ccccc1)c1ccccc1 | -6 | -5 | 12 | 0.8 | -5 | -9 | -1 | 3

(cont.)
SMILES | PfG6PD inh | HKDC1 inhibitor | SENP8 inh | MPTP block | SENP7 inh | SENP6 inh | GRIN3A LBD mod | ATG4B inhibitor
Cn1ncc(Br)c1NC(=O)CSc1ccc(Cl)cc1 | 0 | -4 | 11 | 18 | 0 | -7 | 0 | -3
N/C(=N\OC(=O)c1ccccc1Br)c1cccc([N+](=O)[O-])c1 | 9 | -1 | 24 | 0.3 | 82* | 85* | -6 | 1
COc1ccc(C2C=C(c3ccc(C)c(C)c3)Nc3ncnn32)c(OC)c1OC (stereo not drawn) | -7 | 3 | -428 | -0.6 | · | · | -2 | 1
COc1nc(Nc2cccc(C)c2)nc(N2CCCCC2)n1 | 12 | 2 | 18 | 3.4 | 6 | -2 | 3 | -8
Cc1cc(NC(=O)c2ccc3c(c2)OCCO3)ccc1NC(=O)c1ccco1 | 18 | -2 | 5 | -0.4 | 14 | 24 | 1 | 13
O=C(NCCO)C(=O)Nc1cc2c3c(c1)CCN3C(=O)CC2 | -2 | -3 | 8 | -0.7 | -3 | 4 | 0 | -6
O=[N+]([O-])c1ccc(CN2CCOCCOCCOCC2)cc1 | 22 | -4 | 18 | -0.8 | 3 | -1 | 1 | 0
COc1ccc(S(=O)(=O)Nc2nnc(C(C)(C)C)s2)cc1 | 55 | -6 | 11 | 0.6 | 7 | 4 | 1 | -5
C=CCn1c(C(CCCC)CC(O)COCCC)n[nH]c1=S (stereo not drawn) | 0 | 11 | 6 | -0.1 | 20 | 11 | 1 | -1
CC1CCCN(CCCNC(=O)c2coc3nc4ccccc4nc23)C1 (stereo not drawn) | -4 | -5 | -403 | -1.2 | 51* | 81* | 0 | -21
O=C(COc1cc(=O)n2c(n1)SCCC2)c1ccccc1 | 5 | 16 | -2 | -0.9 | 1 | 7 | -1 | -4
CCOc1ccc(Br)cc1S(=O)(=O)NC1=NCCCCC1 | -7 | -3 | 18 | 1.9 | -7 | 4 | 0 | -2
O=C1/C(=C/c2cccc(Br)c2)SC(=S)N1CCC(=O)N(CCO)c1ccccc1 | -2 | 1 | 18 | 0.0 | 9 | -9 | -3 | 6
Cc1ccc2oc(=O)c3cnn(CC(=O)NCCN(C)C)c3c2c1 | -4 | -3 | 14 | -1.8 | -1 | -12 | 0 | -4
O=C(CCNS(=O)(=O)c1cccc2nsnc12)NCc1cccs1 | -4 | 2 | 9 | -1.1 | -1 | -13 | -1 | -5
Oc1ccccc1-c1cc(C(F)(F)F)nc(-c2ccccc2)n1 | 2 | -5 | -13 | 5.3 | -5 | 10 | -4 | -7
CN(C)C(=O)CN(c1ccc2c(c1)OCO2)S(C)(=O)=O | 22 | -13 | 10 | -0.2 | -2 | 8 | -4 | 1
COc1ccc(NC(=O)Cc2c(C)n(C(=O)c3ccc(Cl)cc3)c3ccc(OC)cc23)cc1 | 13 | -6 | 13 | 16 | 0 | 17 | -19 | -9
C=CCC[C@H](Cc1ccc(F)cc1)C(=O)O[C@H](CNC(=O)[C@@H](CC=C)CC(=O)N(CCO)Cc1ccccc1)c1ccccc1 | 23 | 3 | 2 | 0.0 | -1 | 0 | 1 | 0
Cc1ccccc1NC(=S)N(Cc1cccs1)C1CCCC1 | -11 | -3 | 8 | -0.7 | -4 | 5 | 1 | -4
CCOCCNC(=O)c1ccccc1C(=O)NCCOCC | -8 | 14 | 3 | -1.2 | -5 | -4 | 1 | 4
COCc1[nH]nc2c1C1(CCSCC1)C(C#N)=C(N)O2 | -16 | 10 | 6 | 1.9 | 2 | 5 | 0 | 6
